F508del corr: F508del CFTR correction, initial screen, CFBE line, single point | CFBE cells, YFP halide quenching; stimulated with forskolin plus potentiator P3; % fluorescence drop versus neutral controls | activity (quench increase), % at 7.58 µM | actives 0.36% (n = 350,000) | AID 720511, 2013;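 active means mean added fluorescence quench of at least 8% versus neutral control, with both replicates also reaching 8%; inconclusive means only one of the mean or replicate conditions met; inactive means mean below 8% and not both replicates reaching 8%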;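 further: cells transiently co-express mutant CFTR-F508del with the halide-sensitive YFP; corrector assay measuring rescue of mutant channel to the surface after 24 h compound exposure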
DENV2 CPE rescue: inhibitors of DENV2 cytopathic effect, primary screen, cell-based, plate reader, single concentration; DENV2-infected cells, cytopathic effect rescue; CPE inhibition, % at 9.99 µM; actives 1.7% (n = 350,000); in the data active means CPE inhibition above about 20%, passing the limit was not always enough; inconclusive means no clear call, values can overlap the other calls; tested in BHK-21 cells;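 further: 0% = median of neutral control wells and 100% = median of positive control wells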
PAX8 reporter: inhibitors of PAX8-driven TPO luciferase reporter, primary screen, RMG-I cells, single concentration; inhibition, % at 12.6 µM; actives 1.2% (n = 360,000); SteadyGlo, 24 h; AID 652154, 2013;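 active means mean replicate inhibition at least 60% with every replicate also reaching 60%; inconclusive means only one of the two criteria is met; inactive means mean below 60% and not all replicates reaching 60%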;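 further: luciferase light reporting Pax8 driven TPO promoter activity; plate controls were median of neutral control wells for no effect and mitoxantrone controls for full effect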
FN deposit inh: inhibitors of fibronectin matrix deposition, primary screen, AH1F cells, Alexa488-fibronectin fluorescence, plate reader | AH1F fibroblasts, overnight | inhibition, % at 12.6 µM | actives 0.086% (n = 350,000);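 active means mean inhibition across replicates of 30% or more, regardless of how many single replicates reach that level; inconclusive means mean under 30% yet at least half of replicates reach 30%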;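 further: positive control wells lacked labelled fibronectin entirely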
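material = AH1F fibroblast monolayer depositing Alexa488-labelled fibronectin into matrix | amount = 10000 AH1F cells/well | buffer or medium = DMEM plus 2% serum, read in PBS | incubation = 1 h cell adhesion before compound, then overnight fibronectin incubation | detection = fluorescence at 485 nm excitation, 525 nm emission | evaluation = percent inhibition as loss of matrix-bound fibronectin fluorescence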
INS-1E GSIS act: GLuc luminescence reporter in INS-1E cells, primary screen for activators of glucose-dependent secretion of insulin | activation, % at 16.6 µM | actives 0.61% (n = 370,000) | INS-1E GLuc reporter insulin secretion, 2-3 h | AID 743287, 2014;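 active means lowest replicate activation of at least 40%, so every replicate reaches that level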;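 further: 0% = median of neutral control wells and 100% = median of IBMX positive control wells; some compounds called inactive have numbers as strong as hits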
EWS-Fli block: EWS/Fli-driven NR0B1 reporter inhibitors, primary screen, A673 cells, NR0B1 luciferase, luminescence, MLPCN library; viability-normalised; inhibition, % at 12.6 µM; actives 0.67% (n = 350,000); AID 651661, 2012;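 active means mean inhibition of at least 50% after viability correction, with every replicate also passing that limit; inconclusive means mean reaches 50% but only one of two replicates passes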;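 further: firefly luciferase signal divided by Alamar Blue viability fluorescence both relative to DMSO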
miR122 inh: miR-122 Renilla sensor signal increase in Huh7, primary screen, miR-122 inhibitor project, cell-based, single point, plate reader | Huh7 miR-122 Renilla luciferase sensor, 48 h; neutral wells = 0, positive control = 100 | activation (reporter increase), % at 12.5 µM | actives 0.3% (n = 340,000) | AID 602342, 2012;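 active means mean replicate activation score at least 90 and every replicate individually at or above 90; inconclusive means only one of the two criteria met; inactive means neither criterion met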;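 further: higher luciferase means less miR-122 activity so hits act as miR-122 inhibitors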
Active calls of the source: *; ? = inconclusive; / = not tested or not shown; & = joins results of further samples; [ ] = another dose, or the depositor's remark.

Fields – EWS-Fli block	FN deposit inh	INS-1E GSIS act	miR122 inh	PAX8 reporter	F508del corr	DENV2 CPE rescue
> C[C@H](CO)N1C[C@H](C)[C@H](CN(C)C(=O)Nc2ccc(F)cc2)Oc2ccc(NS(=O)(=O)c3cccs3)cc2CC1=O
 : 6	/	8	3[16.7 µM]	12	1.5	-9
> CO[C@@H]1CN(C)C(=O)c2ccc(NC(=O)Nc3ccccc3Cl)cc2OC[C@@H](C)N(C)C[C@H]1C
 : 17	-1	-11	10[16.7 µM]	/	0.0	?
> CCOC(=O)c1cc(-c2ccc(C)cc2)n(CC(=O)NCc2ccco2)c1C
 : 2	-3	-10	-4	-3	3.7	-2
> C[C@@H]1CN([C@@H](C)CO)C(=O)Cc2cc(NS(=O)(=O)c3cccs3)ccc2O[C@H]1CN(C)Cc1ccc(C(=O)O)cc1
 : 1	/	23	-4[16.7 µM]	-29	3.1	-3
> O=C(CN1CCOCC1)N1CCCCN2[C@H](CO)[C@@H](c3ccc(-c4ccccc4F)cc3)[C@@H]2C1
 : 0	/	-6	3[16.7 µM]	2	-3.1	-13
> COc1ccc(C(C)=O)cc1COc1ncnc2ccccc12
 : 0	8	-4	/	-20	/	13
> CCC(C)Sc1nc2c(c(=O)[nH]1)C(c1cccs1)C1=C(CCCC1=O)N2 (centres undefined)
 : 7	1	-13	-5	27	2.1	-2
> CCN1C(=O)[C@@H]2[C@@H](c3ccc(-c4cccc(Cl)c4)cc3)N3CCC[C@@]3(C(=O)OC)[C@@H]2C1=O
 : 0	3	/	1	17	-1.5	0
> CCn1c(SCC(=O)Nc2ccc(N3CCOCC3)cc2)nnc1-c1ccc(OC)cc1
 : -8	/	5	142*	/	-0.7	0
> Cc1cc(C(=O)NNC(=O)CCCOc2ccccc2)c(C)o1
 : -6	3	4	-8	/	-3.0	10
> CCN(C(=O)COC(=O)c1cccnc1SC)c1c(N)n(Cc2ccccc2)c(=O)[nH]c1=O
 : -8	2	6	0	-18	-0.3	?
> N#Cc1nc(COc2ccccc2)oc1N1CCN(Cc2ccccc2)CC1
 : /	-5	/	-5	6	/	/
> c1ccc(Cn2ccnc2SCc2nnc(-c3ccccc3)o2)cc1
 : -8	/	12	-5	/	-1.9	12
> COc1ccc(S(=O)(=O)N2C[C@@H](O)COC[C@@H]3O[C@H](CC(=O)N[C@@H]4CCN(Cc5ccccc5)C4)CC[C@H]32)cc1
 : -2	-3	-3	0[16.7 µM]	-3	1.6	-4
> Cc1ccc(S(=O)(=O)N(C)C[C@H]2OCCCC[C@H](C)Oc3ccc(NC(=O)CCCN(C)C)cc3C(=O)N([C@H](C)CO)C[C@H]2C)cc1
 : -3	0	6	1[16.7 µM]	5	-2.1	1
> COc1ccc(-n2cnc3sc4c(c3c2=O)CCCC4)cc1
 : -14	/	-8	/	-29	-2.6	1
> S=C(NC1CCCCC1)N1CCc2[nH]c3ccccc3c2C1
 : 6	-9	/	/	-5	0.9	0
> Cc1ccc(CN2CCN(C(=O)/C=C/[C@H]3O[C@@H](n4cc(C)c(=O)[nH]c4=O)C[C@@H]3O)CC2)cc1
 : 3	0	/	5	3	-0.2	0
> O=C(C[C@H]1C=C[C@@H](NC(=O)Nc2cc(F)ccc2F)[C@H](CO)O1)Nc1ccc(-c2ccccc2)cc1
 : -36	10	6	/	/	-1.6	-4
> COc1ccc(S(=O)(=O)N(C)C[C@@H]2Oc3ccc(NC(=O)NC(C)C)cc3C(=O)N([C@H](C)CO)C[C@H]2C)cc1
 : 4	0	7	-2[16.7 µM]	/	0.6	/
> Cc1ccc(N2CCN(C(=S)c3ccc(-c4cccc([N+](=O)[O-])c4)o3)CC2)cc1
 : 4	-14	6	/	-19	0.2	0
> CCOC(=O)Cc1cc(=O)n2[nH]c(C)c(-c3ccc(Cl)cc3)c2n1
 : 15	/	0	/	/	2.5	-2
> CC(C)OC(=O)N(C)C[C@H]1OCc2cn(nn2)CCCC(=O)N([C@@H](C)CO)C[C@@H]1C
 : 0&-6&0	5&-2	-5&-6	-5&2[16.7 µM]	-8&7	-0.5&0.6&-3.7	12&5&-8
> COc1ccc(NC(=O)CC2Oc3ccccc3NC2=O)cc1 (centres undefined)
 : -7	-3	18	0	2	0.2	7
> CCCCC(=O)N(C)c1c(CC)nc2c(OCc3ccccc3C)cccn12
 : -9	5	-26	-6	12	2.6	-5
> O=C(CN1C(=O)NC2(CCCC2)C1=O)N1CCN(c2cccc(C(F)(F)F)c2)CC1
 : 7	2	-65	/	5	-0.9	-7
> CO[C@@H]1CN(C)C(=O)c2cc(NC(=O)c3ccno3)ccc2OC[C@H](C)N(S(C)(=O)=O)C[C@@H]1C
 : 25	-13	-2	/	-14	-1.7	-5
> O=C1CCCC2=C1C(c1ccncc1)n1c(nc3ccccc31)N2 (centres undefined)
 : 16	2	9	/	4	1.4	-8
> CC(C)CCOCC(O)CCC(=O)NNC(=S)Nc1ccccc1 (centres undefined)
 : -5	-13	11	/	-11	3.9	/
> COC(=O)[C@]12CCCCC=C1N(CCc1ccc(OC)c(OC)c1)C(=O)[C@H](CC(=O)N1CCSCC1)C2
 : -4	-2	-20	/	-2	-1.7	2
> C[C@H](CO)N1C[C@H](C)[C@H](CN(C)C(=O)c2ccccc2)Oc2ncc(/C=C/c3ccccc3)cc2C1=O
 : -13	5	-19	4[16.7 µM]	/	0.4	3
> COc1cccc(S(=O)(=O)N2CCCCN3[C@H](C2)[C@H](c2ccc(-c4cccnc4)cc2)[C@@H]3CO)c1
 : 3	/	-1	12[16.7 µM]	0	-0.7	-5
> CCCCC(=O)NNC(=O)N1c2ccccc2Sc2ccccc21
 : -7	-22	-4	-15	4	-1.6	2
> CN1CCN(S(=O)(=O)c2cccc(C(=O)Nc3ccccc3N3CCCCC3)c2)CC1
 : 17	8	7	/	-1	0.8	15
> COc1ccc(N2CC(C(=O)N3CCc4ccccc43)CC2=O)cc1 (centres undefined)
 : /	6	66*	-6	25	-0.3	?
> COc1ccc(CC(=O)Nc2nc3ccccc3s2)cc1S(=O)(=O)N1CCOCC1
 : /	1	/	7	-2	/	/
> COC/C=C/C1=CC2=CC(=O)C(C)(OC(=O)c3cnc4ccccc4n3)C(=O)C2=CN1c1ccc(OC)cc1 (centres undefined)
 : 13	-4	7	-1	25	1.3	/
> O=C(Nc1cccc(Cl)c1)N[C@@H]1CC[C@H](CCn2cc(Cc3ccccc3)nn2)O[C@@H]1CO
 : 1	6	-5	1[16.7 µM]	15	3.0	-1
> COc1cc(NC(=O)CSc2c3c(nc4ccccc24)CCC3)cc(OC)c1OC
 : -4	2	-4	-8	14	-0.3	70*
> N=C1c2ccccc2CN1NC(=O)c1cccc(S(=O)(=O)N2CCCC2)c1
 : -20	-2	-3	0	-14	-0.8	-13

Single records, as listed above:
O=C(Nc1cccc(Cl)c1)N[C@@H]1CC[C@H](CCn2cc(Cc3ccccc3)nn2)O[C@@H]1CO is entered as EWS-Fli block: 1; FN deposit inh: 6; INS-1E GSIS act: -5; miR122 inh: 1[16.7 µM]; PAX8 reporter: 15; F508del corr: 3.0; DENV2 CPE rescue: -1
COc1cccc(S(=O)(=O)N2CCCCN3[C@H](C2)[C@H](c2ccc(-c4cccnc4)cc2)[C@@H]3CO)c1 is entered as EWS-Fli block: 3; FN deposit inh: /; INS-1E GSIS act: -1; miR122 inh: 12[16.7 µM]; PAX8 reporter: 0; F508del corr: -0.7; DENV2 CPE rescue: -5
COC/C=C/C1=CC2=CC(=O)C(C)(OC(=O)c3cnc4ccccc4n3)C(=O)C2=CN1c1ccc(OC)cc1 (centres undefined) is entered as EWS-Fli block: 13; FN deposit inh: -4; INS-1E GSIS act: 7; miR122 inh: -1; PAX8 reporter: 25; F508del corr: 1.3; DENV2 CPE rescue: /

An excerpt of these results, bar-delimited.
Molecule | EWS-Fli block | FN deposit inh | INS-1E GSIS act | miR122 inh | PAX8 reporter | F508del corr | DENV2 CPE rescue
O=C(Nc1cccc(Cl)c1)N[C@@H]1CC[C@H](CCn2cc(Cc3ccccc3)nn2)O[C@@H]1CO | 1 | 6 | -5 | 1[16.7 µM] | 15 | 3.0 | -1
COc1cc(NC(=O)CSc2c3c(nc4ccccc24)CCC3)cc(OC)c1OC | -4 | 2 | -4 | -8 | 14 | -0.3 | 70*

Next compounds
Fields – EWS-Fli block	FN deposit inh	INS-1E GSIS act	miR122 inh	PAX8 reporter	F508del corr	DENV2 CPE rescue
> Cc1cccc(C(=O)Nc2cc(Cl)ccc2-n2cncn2)c1[N+](=O)[O-]
 : -2	8	14	3	31	3.4	-7
> C[C@H](CO)N1C[C@H](C)[C@H](CN(C)Cc2ccc(Cl)c(Cl)c2)Oc2c(NC(=O)Nc3cccc4ccccc34)cccc2C1=O
 : 13	/	13	24[16.7 µM]	/	4.6	-1
> CCCC#Cc1cnc2c(c1)C(=O)N([C@@H](C)CO)C[C@@H](C)[C@@H](CN(C)C(=O)Nc1c(C)noc1C)O2
 : 4	-2	-2	6[16.7 µM]	/	0.1	6
> O=C(Nc1cc(Cl)ccc1N1CCOCC1)c1ccc(=O)[nH]c1
 : 0	3	15	-2	-2	-1.7	6
> O=C1CNC[C@H]2[C@H](c3ccc(-c4ccccc4F)cc3)[C@@H](CO)N12
 : 0	4	22	/	/	0.2	37*
> Cc1ccc(NC(=O)C2CC(=O)N(Cc3ccccc3)C2)nc1 (centres undefined)
 : -6	/	-8	4	8	0.7	-1
> CSCCC(NC(=O)COc1cccc2ccccc12)C(=O)O (centres undefined)
 : -11	-6	26	5	8	-2.7	4
> CCOc1cccc(/C(O)=C2/C(=O)C(=O)N(Cc3cccnc3)C2c2ccco2)c1 (centres undefined)
 : /	-7	12	-2	-5	/	/
> O=C(CN1CCc2ccccc2C1)Nc1cccc(S(=O)(=O)N2CCCC2)c1
 : -3	3	-1	/	3	-1.3	-6
> COC(=O)Nc1sc2c(c1C(N)=O)CCC(C)C2 (centres undefined)
 : -3	-4	-5	/	1	1.6	/
> Cc1ccc(NC(=O)COC(=O)C2=NNC(=O)CC2)c(Br)c1
 : -1	-3	5	-10	-20	1.1	-1
> Cc1ccccc1C(=O)N1CCN(S(=O)(=O)c2ccccc2)CC1
 : 7	4	5	-4	2	-1.3	0
> COc1ccc(-c2csc(NC(=O)CC(NC(C)=O)c3ccccc3)n2)cc1OC (centres undefined)
 : 9	4	-33	2	9	0.5	-3
> C[C@H]1CN([C@@H](C)CO)C(=O)CCCn2nncc2CO[C@@H]1CN(C)S(=O)(=O)c1ccccc1
 : 0&-1	-3&0	-8&-1	0	-3&2	4.0&-1.9	17&1

From PubChem BioAssay
